# Screens (PubChem)
# NPR2 activator: human GC-B receptor activators, primary screen, HEK293 GC-B cells, cGMP TR-FRET, EC30 CNP; Atrial natriuretic peptide receptor 2 (Homo sapiens), P20594; 0% at EC30 CNP, 100% saturating CNP; activation, % at 10 µM; 0.11% of 370,000 active;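 active = activation at 10 µM reaching about 35% in either raw or pattern-adjusted values, limit read from the data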
# MBD2 DNA inh: inhibitors of MBD2 binding to methylated DNA, primary screen, biochemical, TR-FRET, DNA-binding domain, human | inhibition, % at 4.4 µM | AID 686964, 2013 | MBD2 binding to methylated oligonucleotide | 0.31% of 370,000 active; in the data active = inhibition above about 13%
# TCR CD3 inh: inhibitors of human TCR-CD3 interaction, primary screen, biochemical, fluorescence, TAMRA-labeled TCR probe; T-cell receptor (TCR); inhibition, % at 9.4 µM; 0.37% of 360,000 active; in the data active = inhibition above about 19%;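 note: recombinant mutant TCR 2C K166C tagged with TAMRA read by polarization; 0% = receptor in buffer alone and 100% = receptor with positive control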
# PRMT1 inh: PRMT1 methyltransferase inhibitors, primary screen, biochemical, fluorescence polarization | inhibition, % at 2.79 µM | Protein arginine N-methyltransferase 1 (Homo sapiens), Q99873 | 1.3% of 370,000 active | recombinant PRMT1, activity-based probe fluorescence polarization;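 active = inhibition above about 21% made by adding two undisclosed values, limit read from the data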
# LEDGF integ inh: blockers of LEDGF/p75-dependent integrase strand transfer – biochemical, TR-FRET, high throughput, primary screen | 0.64% of 370,000 active | TR-FRET IN-LEDGF/p75 DNA integration, Eu/Cy5 | inhibition, % at 3.7 µM;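 active = inhibition above the screen-wide mean plus 3 SD, cut at about 13% in these data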;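 note: signal is the Cy5 over europium emission ratio at 671 and 618 nm; 0% = plate median of compound wells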
# rCAG binder: binders of r(CAG) RNA repeats, primary screen, biochemical, fluorescence. 1.3% of 370,000 active. r(CAG) RNA repeat, TO-PRO-1 dye displacement fluorescence. AID 651821, 2012. inhibition, % at 3 µM;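 active = inhibition above the plate cutoff, the mean of all test compounds on that plate plus 3 SD, cut at about 35% in these data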;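 note: 0% = DMSO alone and 100% = 100 µM mitoxantrone as full dye displacement; higher means more dye released from RNA so lower well fluorescence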
# HTRA1 inhibitor: HTRA1 serine protease inhibitors, primary screen, biochemical, fluorescence polarization, HTS. Q92743. 0.5% of 340,000 active. recombinant HTRA1, FP-rhodamine activity-based probe. inhibition, % at 5.96 µM. AID 504803, 2011; in the data active = inhibition above about 36%;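 note: 0% = enzyme with DMSO and 100% = wells lacking enzyme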
# Target sequence (Q92743 whole entry, looked up): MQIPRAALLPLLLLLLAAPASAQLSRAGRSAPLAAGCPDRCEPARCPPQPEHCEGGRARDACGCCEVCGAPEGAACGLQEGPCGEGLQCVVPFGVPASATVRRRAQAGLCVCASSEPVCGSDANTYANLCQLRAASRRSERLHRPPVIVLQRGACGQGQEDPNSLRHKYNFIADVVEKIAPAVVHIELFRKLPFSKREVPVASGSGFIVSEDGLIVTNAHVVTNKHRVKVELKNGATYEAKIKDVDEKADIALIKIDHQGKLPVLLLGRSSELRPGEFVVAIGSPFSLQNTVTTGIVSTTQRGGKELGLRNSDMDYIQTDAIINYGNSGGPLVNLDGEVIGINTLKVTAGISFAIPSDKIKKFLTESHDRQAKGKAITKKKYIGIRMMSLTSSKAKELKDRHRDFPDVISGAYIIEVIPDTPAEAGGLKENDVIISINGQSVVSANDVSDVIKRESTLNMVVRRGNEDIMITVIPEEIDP
# ABHD4 inh: ABHD4 inhibitors, primary screen, biochemical, fluorescence polarization, mouse; purified mABHD4, FP-Rh probe fluorescence polarization; inhibition, % at 8.92 µM; 0.54% of 370,000 active; AID 720543, 2013;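 active = inhibition exceeding the mean over every tested compound plus 3 SD, cut at about 30% in these data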;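 note: 0% = plate median of compound wells and 100% = S159A mutant with DMSO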
#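 Assay system: wild-type mouse ABHD4 protein; compound: single nominal dose of 8.92 µM, 0.89% DMSO final; schedule: 45 min + 60 min at 25 °C; measured by: FP readout, ex 525 nm / em 598 nm; evaluation: % inhibition of FP-Rh probe binding versus controls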
# SIAE primary: human SIAE inhibitors, primary screen, biochemical, fluorescence polarization, FP-Rh probe, 1536-well HTS. 0.69% of 370,000 active. SIAE FP-Rh probe binding. inhibition, % at 9.66 µM. Sialate O-acetylesterase (Homo sapiens), Q9HAT2;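 active = inhibition above a cutoff: mean of compounds within the control limits plus 3 SD of those, cut at about 17% in these data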;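 note: 0% = plate median of compound wells and 100% = probe without SIAE protein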
# Target sequence (Q9HAT2 whole entry, looked up): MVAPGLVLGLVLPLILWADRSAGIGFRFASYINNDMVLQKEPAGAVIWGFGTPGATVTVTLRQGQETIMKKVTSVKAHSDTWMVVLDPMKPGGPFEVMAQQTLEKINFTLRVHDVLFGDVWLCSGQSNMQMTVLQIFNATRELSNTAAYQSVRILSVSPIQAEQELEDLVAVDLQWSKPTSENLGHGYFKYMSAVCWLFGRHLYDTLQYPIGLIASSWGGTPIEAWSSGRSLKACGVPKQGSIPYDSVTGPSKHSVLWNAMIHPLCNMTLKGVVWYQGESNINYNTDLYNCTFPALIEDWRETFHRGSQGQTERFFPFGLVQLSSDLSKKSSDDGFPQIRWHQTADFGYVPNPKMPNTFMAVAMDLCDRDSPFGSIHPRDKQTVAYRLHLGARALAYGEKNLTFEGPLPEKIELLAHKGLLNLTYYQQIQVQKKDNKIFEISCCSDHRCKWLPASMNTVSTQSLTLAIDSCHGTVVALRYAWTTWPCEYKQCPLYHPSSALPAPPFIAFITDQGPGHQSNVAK
# TDP2 absorb: human TDP2 enzyme inhibitors, primary screen, biochemical, epi absorbance, recombinant enzyme; 0.34% of 370,000 active; inhibition, % at 12.8 µM; AID 720702, 2013; T5PNP hydrolysis, p-nitrophenol absorbance 415 nm;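 active = inhibition above the mean of all tested compounds plus 3 SD, set per campaign, cut at about 25% in these data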;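 note: 0% = DMSO with enzyme and 100% = buffer with substrate but no TDP2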
#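 Material: recombinant human TDP2; quantity: TDP2 enzyme at 120 nM final; medium: Tris-HCl pH 7.5 with MgCl2; compound: single concentration, 12.8 µM nominal, with 1% DMSO; incubation: 2 h enzyme incubation at 37 °C; signal: epi absorbance; measure: percent inhibition; benchmarks: high control without enzyme, low control DMSO plus TDP2; repeats: singlicate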
# * marks the source's active call; other numbers are inactive results; · = no result given. An excerpt; the hit share may differ from the screen's.
SMILES,NPR2 activator,MBD2 DNA inh,TCR CD3 inh,PRMT1 inh,LEDGF integ inh,rCAG binder,HTRA1 inhibitor,ABHD4 inh,SIAE primary,TDP2 absorb
Cc1cccc(-c2noc(CNC(=O)COc3ccccc3C)n2)c1,-2,-1,-2,-5,0,-3,-21,-10,-5,6
Cc1nn(CCc2n[nH]c(=S)n2-c2ccc(F)c(Cl)c2)c(C)c1[N+](=O)[O-],1,2,2,5,0,6,2,-2,0,5
Cc1ccc(C(=O)CCCn2nnc(-c3cccnc3)n2)cc1C,-6,3,4,1,0,-1,-6,-6,-2,-8
COCCn1c(N)c(N(Cc2ccccc2)C(=O)C2CCCC2)c(=O)[nH]c1=O,1,-6,-2,3,-1,-3,5,-2,9,14
S=C(Nc1ccc(Cl)cc1Cl)N1CCOCC1,9,-2,9,-3,-1,3,1,7,3,-2
CCOc1ncccc1C(=O)NCCc1c[nH]c2ccccc12,1,-3,0,5,1,-3,-2,-4,2,-4
O=C(c1cccc(OC2CCN(Cc3cccc(OCCO)c3)CC2)c1)N1CCCC1,0,1,-2,0,4,-9,-4,6,2,-2
Cn1c(=O)c2c(nc(NCc3ccco3)n2C)n(C)c1=O,-3,8,4,1,-1,-1,3,2,3,-4
CCN(CC)S(=O)(=O)c1ccc(C(=O)Nc2ccc(Cc3ccncc3)cc2)cc1,0,0,-4,1,-2,-2,-16,-6,-11,15
CCCCCC(=O)Nc1cc(S(=O)(=O)N2CCCCC2)ccc1N1CCOCC1,-2,2,-6,-1,2,-8,-6,2,2,24
COc1ccc(C2/C(=C(/O)c3ccc(C)cc3)C(=O)C(=O)N2C)c(OC)c1 (stereo unspecified),-3,0,-4,0,-6,2,7,2,-1,4
COc1ccccc1Nc1nc(NCc2ccco2)c2ccccc2n1,-2,2,-15,-1,2,11,·,3,4,-16
CCOc1ccc(C(C)=O)cc1COC(=O)CNC(=O)C12CC3CC(CC(C3)C1)C2,1,-7,2,-3,7,0,-17,2,6,-8
Clc1nc(Cl)c2ncn(-c3ccccc3)c2n1,5,3,-5,12,-1,5,-2,-16,-2,-12
COc1cc(Cl)c(C)cc1Nc1ncccn1,-2,5,-1,-12,0,0,-2,13,0,-2
COC(=O)[C@]12C[C@H](CC(=O)NCc3cccc(C(F)(F)F)c3)C(=O)N(CCC3=CCCCC3)C1=C[C@H](C(C)C)O[C@@H]2C1CC1,2,-2,·,0,8,4,·,-9,-4,-5
O=C(NCCCN1CCOCC1)c1ccc(Cl)cc1[N+](=O)[O-],2,5,-2,2,0,0,1,-4,1,0
CCN(CC)C(=O)c1nn(-c2ccccc2)c2c1C1CCC2(C)C1(C)C (stereo unspecified),-3,1,2,-2,3,-10,-3,-2,-6,-1
CCOC(=O)c1c(CN2CCN(C)CC2)n(-c2ccccc2)c2cc(Br)c(O)cc12,-21,-1,-11,4,-10,-7,1,6,2,-20
CC(NC(=O)c1cnc2n(c1=O)CCS2)c1ccccc1 (stereo unspecified),7,-5,4,-1,-1,0,0,2,-2,-15
CCOC(=O)c1sc2nc(CSc3ccccc3Cl)[nH]c(=O)c2c1C,-3,-4,-1,-5,3,0,-5,-6,-3,3
O=C(CSc1n[nH]c(-c2ccncc2)n1)Nc1ccc(Cl)c(C(=O)O)c1,-4,-6,-2,3,1,0,6,1,3,15
O=C(N[C@H](C(=O)N1CCC[C@H]1C(=O)NCCc1ccccc1Cl)C1CCCCC1)c1ccc(Cl)c(Cl)c1,4,1,-1,5,2,8,·,-9,-17,-5
Cc1noc(C)c1COc1cccc(C(=O)Nc2ccccc2N2CCOCC2)c1,-3,3,9,-2,0,-5,-2,-5,3,1
CC(C)Cn1c(N)c(C=O)c(=O)[nH]c1=O,4,2,8,-2,0,-1,-1,2,1,8

# Brought forward from above: six entries, followed by the next part.
SMILES,NPR2 activator,MBD2 DNA inh,TCR CD3 inh,PRMT1 inh,LEDGF integ inh,rCAG binder,HTRA1 inhibitor,ABHD4 inh,SIAE primary,TDP2 absorb
CC(NC(=O)c1cnc2n(c1=O)CCS2)c1ccccc1 (stereo unspecified),7,-5,4,-1,-1,0,0,2,-2,-15
CCOC(=O)c1sc2nc(CSc3ccccc3Cl)[nH]c(=O)c2c1C,-3,-4,-1,-5,3,0,-5,-6,-3,3
O=C(CSc1n[nH]c(-c2ccncc2)n1)Nc1ccc(Cl)c(C(=O)O)c1,-4,-6,-2,3,1,0,6,1,3,15
O=C(N[C@H](C(=O)N1CCC[C@H]1C(=O)NCCc1ccccc1Cl)C1CCCCC1)c1ccc(Cl)c(Cl)c1,4,1,-1,5,2,8,·,-9,-17,-5
Cc1noc(C)c1COc1cccc(C(=O)Nc2ccccc2N2CCOCC2)c1,-3,3,9,-2,0,-5,-2,-5,3,1
CC(C)Cn1c(N)c(C=O)c(=O)[nH]c1=O,4,2,8,-2,0,-1,-1,2,1,8
CCCCOc1ccc(C(=O)CCN2CCOCC2)cc1,0,4,3,12,-1,-7,-2,2,-5,8
COc1ccc(N2CCN(C(=O)COC(=O)/C=C/c3ccc(OC(F)F)cc3)CC2)cc1,0,-3,3,3,-1,-2,1,7,2,1
CCOc1ccc(-c2ccc(SCC(=O)Nc3nnc(CC)s3)nn2)cc1,-3,-1,2,-5,0,1,1,-2,2,0
COc1ccc(Cc2nnc(NS(=O)(=O)c3ccc(Cl)cc3)s2)cc1OC,5,-3,-4,7,-6,49*,-13,-6,0,2
COc1ccc(C(=O)C2CCN(CC(=O)Nc3ccccc3F)CC2)cc1,-7,4,-6,1,-1,-5,-8,-1,0,-5
C=CCC1(C#N)C(SC)=NC2=C(C(=O)CC(C)(C)C2)C1c1ccc(Br)cc1 (stereo unspecified),-14,4,-3,-2,0,1,-21,-6,-2,-14
Cc1cc(NC(=O)C(C)C)ncc1NC(=O)CCc1ccccc1,-3,-1,4,3,-2,1,2,5,-1,5
O=C(OCC(=O)N1CCCC1)c1cccc(Br)c1,2,-4,0,-2,0,-1,1,-2,-4,1
COc1ccc(C(N)=S)c(OC)c1,5,-7,4,0,0,-1,-1,0,6,2
Oc1cccc2ccc[n+](CC(O)Cn3c4ccccc4c4ccccc43)c12 (stereo unspecified),-5,-4,7,-1,0,13,15,14,5,-5
CSc1nnc(-c2ccc(S(=O)(=O)N3CCOCC3)cc2)n1CC1CCCO1 (stereo unspecified),6,6,-5,6,-3,-2,-1,-15,-7,-8
NC(=O)Cc1ccc(C(=O)c2ccc(Cl)cc2Cl)s1,1,0,-9,-1,-5,0,-1,23,-5,-12
Cc1ccccc1NC(=O)c1cnn(-c2ccccc2)c1C,1,-6,6,-2,2,-5,1,0,0,2
Fc1cc(Br)ccc1COc1ccc(-c2nnco2)cc1,-5,2,-3,0,-3,-2,-10,4,3,-14
COc1ccc(C[C@@H]2CN3C(=NC[C@@H]3C)N2C[C@H](C)NC(=O)c2ccc(C)c(Br)c2)cc1,-9,3,-6,1,3,2,-3,2,-1,2
CCCCNC(=O)CS(=O)Cc1nc(-c2cccs2)oc1C (stereo unspecified),-6,0,7,3,2,7,3,-2,5,-4
Cc1csc(NC(=O)c2ccncc2)n1,13,-2,5,-3,0,8,20,3,4,-4
COC(=O)c1ccc(C(=O)OC)c(NC(=O)CS(=O)(=O)Cc2ccccc2)c1,3,6,-1,4,0,0,0,2,-2,0
COc1ccc(C(=O)CN2C3=NCCCN3c3ccccc32)cc1OC,3,-6,5,-4,2,5,-3,10,-3,11
O=C(COc1ccccc1)N1CCN(C(=O)c2cccs2)CC1,-3,-2,-3,1,2,0,-1,-4,1,-1
FC(F)Sc1ccc(NC(=S)NC2CCCCC2)cc1,6,-5,2,8,5,4,-6,-40,-8,-16
COc1ccc2nc(C)cc(SCC(NC(C)=O)C(=O)OC(C)C)c2c1 (stereo unspecified),-11,3,-2,0,-2,-5,-6,-1,2,3
O=C(NCCOc1ccccc1F)C1CC(=O)N(Cc2ccccc2)C1 (stereo unspecified),5,2,-2,4,1,3,-8,-1,5,4
CC(Cc1ccccc1)NC(=O)CN1C(=O)c2ccccc2S1(=O)=O (stereo unspecified),3,2,4,1,82*,0,6,-2,4,3
CC(C)CSc1nc2c(=O)[nH][nH]c(=O)c2n1Cc1ccccc1,-3,-6,4,0,-1,8,-11,23,9,4
# New compounds follow.
SMILES,NPR2 activator,MBD2 DNA inh,TCR CD3 inh,PRMT1 inh,LEDGF integ inh,rCAG binder,HTRA1 inhibitor,ABHD4 inh,SIAE primary,TDP2 absorb
O=C(CC1(C(=O)O)CCCC1)N1CCOCC1,-3,2,-1,1,2,-1,4,6,-2,2
COc1cc(/C=C(\C#N)c2nc3ccccc3[nH]2)cc(OC)c1O,5,-3,-19,-8,16*,-39,-9,6,-28,0
COC(=O)c1cc(C#N)c(Oc2ccc(F)cc2)nc1C,1,0,-10,0,3,-5,-1,5,-1,0
CCNc1nc(NCC)nc(Nn2cnnc2)n1,2,0,0,1,-1,-1,6,-2,-3,-10
CC(=O)Nc1ccc(CN2CCN(CC(C)C)C(CCO)C2)cc1 (stereo unspecified),-3,3,-4,0,1,-4,10,-3,-2,5
O=C(NCc1ccccc1Cl)C1CCN(S(=O)(=O)c2ccc(-n3cnnn3)cc2)CC1,-1,0,-1,2,-4,7,2,2,3,-9
CC1(C)Cc2cccc(OC(=O)NC3CCCCC3)c2O1,4,-3,1,0,3,-2,·,7,1,-2
Cc1nnc(SCC(=O)Nc2ccccc2)c2ccccc12,0,1,-4,0,-3,1,-6,0,-8,3
CCCC1=C(C(=O)OCC)C(c2sccc2C)n2ncnc2N1 (stereo unspecified),4,-4,-6,-1,1,-5,3,-1,3,8
Cc1nc([N+](=O)[O-])c(Sc2nc3ccc([N+](=O)[O-])cc3[nH]2)n1Cc1ccccc1,-6,-4,1,-2,2,15,4,4,3,-16
CCN(CC(=O)Nc1cccc(OC)c1)C(=O)c1ccncc1,2,-1,9,-3,-1,1,-1,0,-4,-2
CN(CCNC(=O)c1cn(C)c2ccc(S(=O)(=O)N3CCCC3)cc2c1=O)CCc1ccccc1,-1,4,-10,0,2,-4,0,6,-2,1
O=C(CNC(=O)c1ccco1)N/N=C/c1cc(Br)ccc1O,-5,-6,-1,0,-8,5,5,3,6,3
CCNC(=O)c1ccccc1-c1nc(-c2ccccc2Cl)no1,-2,8,0,0,-1,-5,-3,4,7,11
O=c1c(N2CCOCC2)nsnc1N1CCOCC1,2,-3,3,-2,4,1,0,-1,4,14
CCCCNC(=O)Cc1cc(=O)[nH]c(=O)[nH]1,4,1,9,1,3,2,-1,0,7,7
Cn1nnc2cc(C(=O)NCCC3=CCCCC3)ccc21,-2,3,-5,-1,1,-4,7,4,-2,14
CCCCn1c(O)c2n(c1=O)Cc1ccccc1N=C2c1ccc(OC)cc1,4,2,-1,-6,-2,4,·,3,3,7
